# Source: PubChem BioAssay (several laboratories)
# AHR act: AHR activators, primary screen, cell-based, luminescence, luciferase reporter, human. activation, % at 5 µM. AHR-responsive luciferase reporter cells. AID 2796, 2010. 320,000 tested, 2.5% active; in the data active = activation above about 47%;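 also: 0% = vehicle wells and 100% = reference agonist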
# Target sequence (P35869 whole entry, looked up): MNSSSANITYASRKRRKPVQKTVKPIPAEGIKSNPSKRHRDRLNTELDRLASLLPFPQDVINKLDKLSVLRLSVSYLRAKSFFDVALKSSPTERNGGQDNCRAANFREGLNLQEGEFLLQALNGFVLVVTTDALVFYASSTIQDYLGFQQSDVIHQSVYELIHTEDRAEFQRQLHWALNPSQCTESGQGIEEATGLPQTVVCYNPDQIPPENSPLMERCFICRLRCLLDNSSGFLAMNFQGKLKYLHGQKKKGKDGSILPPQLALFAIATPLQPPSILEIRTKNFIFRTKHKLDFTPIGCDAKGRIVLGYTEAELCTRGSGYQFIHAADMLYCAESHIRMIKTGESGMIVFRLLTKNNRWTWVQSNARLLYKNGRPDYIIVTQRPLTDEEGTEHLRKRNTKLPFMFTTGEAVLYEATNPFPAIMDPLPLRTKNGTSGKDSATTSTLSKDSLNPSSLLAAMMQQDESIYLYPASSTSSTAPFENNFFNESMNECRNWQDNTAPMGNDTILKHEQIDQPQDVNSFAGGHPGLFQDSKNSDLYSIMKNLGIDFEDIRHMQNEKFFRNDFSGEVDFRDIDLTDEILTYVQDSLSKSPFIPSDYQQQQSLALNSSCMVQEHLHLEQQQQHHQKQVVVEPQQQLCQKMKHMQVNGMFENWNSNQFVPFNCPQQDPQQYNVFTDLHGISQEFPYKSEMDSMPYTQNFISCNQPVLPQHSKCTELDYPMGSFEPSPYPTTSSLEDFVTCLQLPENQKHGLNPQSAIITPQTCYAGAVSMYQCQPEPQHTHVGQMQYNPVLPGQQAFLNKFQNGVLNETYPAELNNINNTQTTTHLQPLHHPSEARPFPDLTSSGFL
# procasp7 counter: procaspase-7 activators, primary screen, counter-screen for procaspase-3 activator project, biochemical, absorbance, HTS, human; recombinant procaspase-7, Ac-DEVD-pNA absorbance 405 nm; D23A/D198A/D206A triple mutant, cannot self-cleave; scale: DMSO 0, 5 µM enzyme 100; activation, % at 8.5 µM; Caspase-7 (Homo sapiens), P55210; 330,000 tested, 0.093% active;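 active = percent activation above the screen-wide mean plus 3 SD, cut at about 25% in these data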
#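 Assay system: Uncleavable procaspase-7 mutant enzyme / Input: 2 µM procaspase-7 mutant as dispensed / Dosing: single nominal 8.5 µM compound dose, 0.8% DMSO final / Timing: 1 h enzyme–compound preincubation and 2 h substrate reaction, both 25 °C / Detection: p-Nitroaniline absorbance at 405 nm, read at 0 and 120 min / Replication: singlicate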
# LAP4-GFP MLPCN: modulators of LAP4-GFP expression in yeast, primary screen, S. cerevisiae, multiplex flow cytometry, MLPCN library. 3 h; median GFP as percent of DMSO wells. GFP response vs DMSO, % at 10 µM. 320,000 tested, 0.34% active;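 active = GFP response vs DMSO above a set limit, about the screen mean plus 3 SD, cut at about 150% in these data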
# MEP2-GFP yeast: modulators of MEP2-GFP levels in yeast, primary screen, S. cerevisiae, multiplex flow cytometry, MLPCN library | 330,000 tested, 0.51% active | GFP response vs DMSO, % at 10 µM | S. cerevisiae MEP2-GFP strain, 3 h; 100% = DMSO control level;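 active = GFP response versus DMSO above a set limit, roughly screen mean plus 3 SD, cut at about 180% in these data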;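 also: median GFP fluorescence of the barcode-gated MEP2-GFP cells per well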
# CR mimetic SO: reduction of superoxide in aged yeast, primary screen, HTS; S. cerevisiae aged cells, superoxide DHE fluorescence; hits give low values; superoxide response (% of plate mean), % at 10 µM; 330,000 tested, 0.18% active; AID 2690, 2010;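 active = superoxide response under a set limit, about three screen SD below normal, cut at about 65% in these data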;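 also: yeast aged for seven days with compound at 30 °C before DHE staining; 100% = average MFI of all compound-treated wells on the plate with controls excluded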
# JMJD2C inh: inhibitors of GASC-1 histone demethylase, primary screen, biochemical, fluorescence, DELFIA europium; AID 2099, 2009; GST-JMJD2C(1-420) H3K9me3 demethylation; inhibition, % at 2.35 µM; 330,000 tested, 0.069% active; Lysine-specific demethylase 4C (Homo sapiens), Q9H3R0;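 active = more than half of a compound's replicate wells show inhibition beyond 50%, single wells judged on their own value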;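 also: signal counts dimethyl H3K9 product captured on neutravidin plate; 0% = median of DMSO wells and 100% = 0.3 times that DMSO median; strong numbers were not always called active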
# RPL19A-GFP yeast: RPL19A-GFP expression modulators in yeast, primary screen, cell-based, S. cerevisiae, multiplex flow cytometry, MLPCN; 330,000 tested, 0.3% active; S. cerevisiae RPL19A-GFP strain, 3 h; hits give low values; percent response vs DMSO, % at 10 µM; AID 2025, 2009;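 active = percent response vs DMSO below 50%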;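 also: median channel GFP fluorescence of the barcoded RPL19A-GFP strain; ratio of sample median GFP to plate DMSO average so 100% = DMSO; lower means less RPL19A-GFP as with rapamycin TOR inhibition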
# proCasp3 act: activators of human procaspase-3 D3A mutant, primary screen, biochemical, absorbance, PC-3 D3A mutant, single concentration; Caspase-3 (Homo sapiens), P42574; recombinant procaspase-3 D3A, Ac-DEVD-pNA absorbance 405 nm; activation, % at 8.5 µM; 330,000 tested, 0.11% active; AID 463141, 2010;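 active = activation above the mean of all tested compounds plus 3 SD, cut at about 21% in these data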;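 also: 0% = DMSO alone and 100% = DMSO wells spiked with extra 5 µM PC-3 D3A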
# Target sequence (P42574 whole entry D9A/D28A/D175A): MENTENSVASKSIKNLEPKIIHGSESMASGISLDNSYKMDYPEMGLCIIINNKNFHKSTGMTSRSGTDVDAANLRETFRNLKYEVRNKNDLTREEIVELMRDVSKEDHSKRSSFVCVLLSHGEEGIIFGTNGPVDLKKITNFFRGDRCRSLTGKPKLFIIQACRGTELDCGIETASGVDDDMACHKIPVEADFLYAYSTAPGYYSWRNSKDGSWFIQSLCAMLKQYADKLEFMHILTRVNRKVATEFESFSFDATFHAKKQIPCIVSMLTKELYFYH
#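 Test system: Procaspase-3 D3A mutant; medium: Zinc-free HEPES/NaCl buffer with 0.01% Triton X-100 at pH 7.4; reagent: DEVD-pNA substrate; doses: one concentration, 8.5 µM nominal, 0.8% DMSO; times: 1 h preincubation plus 2 h reaction at 25 °C; signal: Epi-absorbance at 405 nm of released p-nitroaniline, 0 and 120 min; replicates: singlicate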
# * marks the source's active call; other numbers are inactive results; · = not tested or not shown; & = joins results of further samples; [ ] = dose if it differs, or a comment.
item	compound	AHR act	procasp7 counter	LAP4-GFP MLPCN	MEP2-GFP yeast	CR mimetic SO	JMJD2C inh	RPL19A-GFP yeast	proCasp3 act
1	N#CCCn1nc(-c2ccccc2)cc1Nc1ccccc1NC(=O)c1cccs1	49.1*	-1.7	102.5	111.1	98.4	-30.3&-6.3	100.0	0.6
2	COC(=O)c1ccccc1NC(=O)c1cc(-c2ccc(O)cc2)on1	2.9	14.0	103.5	109.2	120.6	9.2	91.8	-7.1
3	COc1ccc(/C=N/N2CCOCC2)cc1Cn1cc([N+](=O)[O-])cn1	0.9	1.9	103.1	93.3	90.0	5.7	91.5	0.1
4	CC(=O)Nc1ccc(S(=O)(=O)NCC2CCC(C(=O)N3CCN(c4ccccn4)CC3)CC2)cc1 (stereo unspecified)	1.1	11.3	105.0	112.0	92.0	-3.6	94.2	1.7
5	CCN(CC)S(=O)(=O)c1ccc2c(c1)nc(CCC(=O)Nc1ccccc1Cc1ccccc1)n2CC	-1.4	7.6	94.3	95.4	108.8	9.8	96.5	2.5
6	COc1cccc(N2CCN(C(=O)c3cccn4c(=O)c5c(C)c(C)sc5nc34)CC2)c1	5.0	-3.5	97.0	98.0	87.0	4.8	98.6	2.3
7	CC1=CC(c2ccc(Cl)cc2)n2nc(NC(=O)c3ccccc3)nc2N1 (stereo unspecified)	1.9	-4.1	83.5	91.6	101.3	4.5	88.4	3.1
8	NC(=O)C1CC(=O)N(c2ccc(OCC(=O)Nc3cccc(C(F)(F)F)c3)cc2)C1 (stereo unspecified)	-0.3	-8.3	101.5	107.8	101.8	0.5	100.4	-8.6
9	CCOC(=O)c1ccc2c(c1)N(Cc1ccccc1C)C(=O)c1ccccc1S2=O (stereo unspecified)	1.9	-0.2	93.1	94.4	115.0	-5.1	96.7	-4.1
10	CC(=O)Nc1cccc(C(=O)OC(C)C(=O)NC(=O)NC2CCCCC2)c1 (stereo unspecified)	0.8	8.8	102.3	99.5	106.4	-3.8	94.8	11.7
11	CCOC(=O)N1CCC(NC(=O)CS(=O)Cc2nc(-c3ccccc3C)oc2C)CC1 (stereo unspecified)	0.9	-0.7	102.3	111.2	105.2	-18.2	103.3	2.4
12	O=C(c1ccccc1Br)N1CCc2c([nH]c3ccccc23)C1	-0.3	5.0	95.7	100.5	110.7	0.7	101.4	1.9
13	Cc1ccc(CNC(=O)c2oc3ccc(S(=O)(=O)N4CCC5(CC4)OCCO5)cc3c2C)cc1	1.6	2.5	104.2	103.5	102.7	-4.3&-3.4	98.3	4.4
14	COc1ccc(CNC(=O)Nc2ccc(C)cc2C)cc1	2.0	5.9	93.5	102.6	102.8	10.8	106.0	-0.5
15	COCCCNS(=O)(=O)c1ccccc1	-1.9	1.7	110.4	108.3	86.8	-0.8	96.4	3.3
16	CCCOc1ccc(C(C)=O)cc1CC(C(N)=O)C(N)=O	1.8	3.5	99.6	104.1	97.8	2.5	95.7	-2.7
17	CC(C)C(c1nnnn1CC1CCCO1)N1CCN(C2CCCC2)CC1 (stereo unspecified)	0.5	0.9	104.7	105.0	99.9	4.1	106.8	5.8
18	CC1CCCCC1NC(=S)Nc1ccc(Cl)cc1Cl (stereo unspecified)	5.7	0.1	95.7	100.1	76.9	4.2	103.6	-3.4
19	CC(OC(=O)c1snc(C(=O)NC2CCCCC2)c1N)C(=O)NC1CCCCC1 (stereo unspecified)	1.9	7.6	108.5	105.0	101.7	-6.5	105.5	-1.7
20	O=C(Oc1cccnc1)c1ccc([N+](=O)[O-])cc1	0.6	13.7	102.8	91.7	95.2	-4.6	101.9	-0.3
21	CCCCN(C)C1=Nc2cccc3cccc1c23	33.1	-4.1	102.9	98.5	105.0	-5.6	93.8	-3.2
22	Cc1c(C(=O)O)oc2ccc(S(=O)(=O)NC3CCCCCCC3)cc12	1.7	4.4	86.7	93.1	63.1*	-11.6	95.6	4.1
23	COc1ccc(-n2c(SCC(=O)Nc3ccc(NC(C)=O)cc3)nc3c([nH]c4ccccc43)c2=O)cc1OC	40.5	-0.5	95.7[may fluoresce green]	103.8[may fluoresce green]	105.5	-3.2	100.7[may fluoresce green]	6.7
24	COc1cccc(C(=O)Nc2nc3c(c(=O)[nH]2)CCCC3)c1	1.8	2.6	108.6	98.4	95.4	-6.6	103.5	0.8
25	Cc1nnc(SCc2ccccc2)nc1-c1ccccc1	-8.8	3.4	·	·	·	9.3	·	8.4
26	Cc1ccnc(NS(=O)(=O)c2ccc(NC(=O)c3cncc(Br)c3)cc2)n1	0.7	-0.1	93.8	105.3	114.2	-2.5	98.5	3.5
27	COc1ccc(NC(=O)CN(c2ccccc2OC)S(=O)(=O)c2cccs2)cc1Cl	5.5	5.2	88.4	94.5	100.1	1.6	96.8	0.2
28	COc1ccccc1N1CCN(C2CCCCC2NS(=O)(=O)c2ccccc2)CC1 (stereo unspecified)	1.8	-2.3	104.2	101.5	94.5	-6.5	102.4	9.8
29	Cc1cc(F)ccc1NC(=O)C1CCN(C(=O)Nc2ccccc2)CC1	1.8	0.0	108.6	104.0	109.7	2.2	98.1	-2.1
30	CCOc1ccccc1C(=O)OCC(=O)NCC1CCCCC1	-3.1	0.3	101.6	98.3	101.4	-0.1	94.9	-3.4
31	CC(C)OCCCN1CC(=O)N2C(c3ccccc3)c3[nH]c4ccccc4c3C[C@H]2C1=O (stereo partly specified)	15.4	9.2	92.7	104.9	99.9	9.3	103.1	6.5
32	CN(C)c1ccc(C(=O)N2CCCC(N3CCN(Cc4ccc5c(c4)OCO5)CC3)C2)cc1 (stereo unspecified)	·	·	68.9	99.2	99.6	5.7	112.2	·
33	COc1cccc(CCC(=O)Nc2cc3c(cc2C(=O)O)OCCCO3)c1OC	-1.4	1.2	102.8	107.7	118.3	7.1	95.7	3.5
34	Cc1ccc(S(=O)(=O)N2CCC(=O)N(C(CO)Cc3ccccc3)CC2)cc1 (stereo unspecified)	0.8	-2.9	·	·	·	0.9	·	9.3
35	CCC(=O)NC(c1ccc(C)cc1)c1cc([N+](=O)[O-])c2cccnc2c1O (stereo unspecified)	20.8	-42.3	87.2	93.9	114.4	14.7	97.1	-34.7
36	O=c1oc2ccccc2c(N2CCC(c3ccccc3)CC2)c1[N+](=O)[O-]	-0.9	2.8	100.8	96.1	107.3	0.9	103.9	2.3

# In a second layout: results already given
20: O=C(Oc1cccnc1)c1ccc([N+](=O)[O-])cc1
  AHR act: 0.6
  procasp7 counter: 13.7
  LAP4-GFP MLPCN: 102.8
  MEP2-GFP yeast: 91.7
  CR mimetic SO: 95.2
  JMJD2C inh: -4.6
  RPL19A-GFP yeast: 101.9
  proCasp3 act: -0.3
30: CCOc1ccccc1C(=O)OCC(=O)NCC1CCCCC1
  AHR act: -3.1
  procasp7 counter: 0.3
  LAP4-GFP MLPCN: 101.6
  MEP2-GFP yeast: 98.3
  CR mimetic SO: 101.4
  JMJD2C inh: -0.1
  RPL19A-GFP yeast: 94.9
  proCasp3 act: -3.4

# Continuation:
item	compound	AHR act	procasp7 counter	LAP4-GFP MLPCN	MEP2-GFP yeast	CR mimetic SO	JMJD2C inh	RPL19A-GFP yeast	proCasp3 act
37	CC(=O)Nc1ccc(S(=O)(=O)NCCNC(=O)c2ccccc2F)cc1	-2.1	12.2	·	107.8	98.6	13.4	107.9	-0.3
38	COc1cc(OC)cc(-c2nc(-c3ccccc3)no2)c1	17.6	11.6	105.1	103.5	98.1	13.6	104.0	3.4
39	O=C(CSc1nnc(NC2CC2)s1)c1ccc[nH]1	13.3	4.7	116.8	108.9	93.5	3.3	105.3	3.7
40	CCOc1ccc(NC(=S)N(CCCN2CCCC2)Cc2cccn2Cc2ccc(Cl)cc2)cc1	0.4	-8.0	117.3	98.6	90.4	-14.4	99.3	-7.5
41	O=C(CCn1c(=O)sc2ccccc21)NCCC1=CCCCC1	-1.3	-1.3	97.5	98.2	114.6	2.0	98.9	-0.9
42	Cc1ccc(C)c(S(=O)(=O)N2CCN(C(=O)c3cccnc3)CC2)c1	1.1	1.5	93.9	101.0	99.0	12.8	106.7	-1.1
43	N#CC(c1ccc(Cl)nn1)c1ccc(Cl)cc1Cl (stereo unspecified)	-0.2	-1.6	99.7	148.8	94.5	6.7	92.0[may fluoresce violet]	-3.7
44	Cc1cc(NC(=O)CN2CCN(C/C=C/c3ccccc3)CC2)c([N+](=O)[O-])cc1C	-2.4	0.9	88.3	102.6	106.7	-6.1	100.0	1.6
45	Cc1occc1C(=O)N/N=C/C=C/c1ccccc1[N+](=O)[O-]	15.3	-6.4	95.4	105.2	89.4	9.3	102.5	7.0
46	CC(=O)Nc1cc2c(cc1[N+](=O)[O-])OCCO2	4.1	1.9	105.4	104.5	82.0	0.3	96.7	9.3
47	COC(=O)c1ccc(COC(=O)C23CC4CC(CC(O)(C4)C2)C3)o1	2.3	-6.0	106.1	106.1	91.6	8.0	99.5	-1.1
48	COc1ccc(CN(C(=O)c2ccco2)c2ccc(C)c(C)c2)cc1	9.4	-11.2	109.9	94.1	107.6	-5.3	86.8	-3.0
49	O=C(COC(=O)c1ccccn1)Nc1ncc(C(F)(F)F)cc1Cl	5.6	4.0	92.5	100.9	91.9	29.7	99.5	2.1
50	O=C(NCc1ccccc1)C(c1cccnc1)N(C(=O)c1ccccn1)c1cccc(F)c1 (stereo unspecified)	2.0	1.7	94.5	101.8	86.6	-15.0	101.2	-3.7
51	CCNC(=S)NNC(=O)Cn1nc(C)cc1C	3.9	3.1	95.4	103.6	110.1	20.8	103.6	-0.1
52	Cc1nc2ccc(C(=O)Nc3cccc([N+](=O)[O-])c3)cc2s1	-4.7	5.5	89.4	92.8	77.5	2.2	83.3	-7.8
53	CC(=O)NS(=O)(=O)c1ccc(NC(=S)NC(=O)Cc2ccccc2)cc1	2.3	2.8	102.8	97.8	88.9	8.9	100.3	-7.0
54	NC(=O)C1CCN(c2nc3c(S(=O)(=O)c4ccccc4)nnn3c3ccccc23)CC1	0.4	10.6	93.0	100.8	117.2	13.5	92.5	-13.7
55	COc1ccc(C)cc1NC(=O)C(OC(=O)CNC(=O)c1ccc(Oc2ccccc2)cc1)c1ccccc1 (stereo unspecified)	94.9*	12.4	91.7	96.0	74.0	-5.1	101.6	0.3
56	Nc1ccc(N(CCO)CCO)cc1	4.9	-20.8	125.4	101.4	110.8	8.0	94.3	-17.8
57	Cc1cccc(OCC(=O)NNC(=O)CCCCC(=O)NNC(=O)COc2cccc(C)c2)c1	·	·	72.6	108.6	96.4	10.6	115.7	·
58	COc1ccc(/C=C/C(=O)O/N=C(\N)c2ccccn2)cc1OC	7.5	-9.0	107.5	100.2	106.5	-5.4	102.7	5.2
59	COCc1cccc(N2C(=O)CC(C3C=C(C)C4C(=O)N(c5cccc(COC)c5)C(=O)C4C3)C2=O)c1 (stereo unspecified)	-1.0	-1.9	104.7	95.1	90.0	-15.3	97.8	2.4
60	Cc1ccc(-c2cc(C(=O)Nc3c(C)n(C)n(-c4ccccc4)c3=O)no2)cc1	-1.6	-7.1	88.3	91.5	100.5	10.3	99.5	-6.0

# Rows were taken by chance; any-hit rate near 3.8%.
